Compound activity: PubChem BioAssay, The Scripps Research Institute Molecular Screening Center
proCasp3 act = activators of human procaspase-3 D3A mutant, primary screen, biochemical, absorbance, PC-3 D3A mutant, single concentration | Caspase-3 (Homo sapiens), P42574 | recombinant procaspase-3 D3A, Ac-DEVD-pNA absorbance 405 nm | activation, % at 8.5 µM | 330,000 tested, 0.11% active;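 active means activation above the mean of all tested compounds plus 3 SD, cut at about 21% in these data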;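 further: 0% = DMSO alone and 100% = DMSO wells spiked with extra 5 µM PC-3 D3A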
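Assay system – Procaspase-3 D3A mutant, all three cleavage aspartates alanine · Controls – DMSO-only low control, 5 µM PC-3 D3A high control · Schedule – 1 h compound preincubation, 2 h substrate hydrolysis at 25 °C · Signal – 405 nm absorbance of p-nitroaniline, reads at 0 and 120 min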
procasp7 counter = procaspase-7 activators, primary screen, counter-screen for procaspase-3 activator project, biochemical, absorbance, HTS, human; activation, % at 8.5 µM; 330,000 tested, 0.093% active; recombinant procaspase-7, Ac-DEVD-pNA absorbance 405 nm; D23A/D198A/D206A triple mutant, cannot self-cleave; scale: DMSO 0, 5 µM enzyme 100; AID 463210, 2010; Caspase-7 (Homo sapiens), P55210;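 active means percent activation above the screen-wide mean plus 3 SD, cut at about 25% in these data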
Target sequence (P55210 whole entry D23A/D198A/D206A): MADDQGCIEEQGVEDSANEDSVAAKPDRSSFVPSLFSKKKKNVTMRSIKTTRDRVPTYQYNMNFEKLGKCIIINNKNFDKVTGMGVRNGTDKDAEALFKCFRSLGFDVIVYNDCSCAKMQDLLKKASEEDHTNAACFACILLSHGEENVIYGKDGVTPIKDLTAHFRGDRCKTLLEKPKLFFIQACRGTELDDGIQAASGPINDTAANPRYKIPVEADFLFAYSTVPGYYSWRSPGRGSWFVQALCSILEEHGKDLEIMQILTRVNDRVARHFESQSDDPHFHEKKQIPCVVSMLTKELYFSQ
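Assay system: Uncleavable procaspase-7 mutant enzyme | Input: 2 µM procaspase-7 mutant as dispensed | Timing: 1 h compound preincubation, 2 h substrate cleavage, 25 °C | Repeats: One well per compound | Control set: DMSO wells as 0%, DMSO with 5 µM added PC-7 as 100% | Technique: Epi-absorbance of released pNA at 405 nm, two timepoints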
PP5 inh = PP5 phosphatase inhibitors, primary screen, biochemical, fluorescence; inhibition, % at 6.7 µM; purified PP5c, OMFP substrate fluorescence; 320,000 tested, 0.18% active;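 active means inhibition above the campaign's mean inhibition across all tested compounds plus 3 SD, cut at about 9.5% in these data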;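 further: 0% = DMSO only and 100% = 100 µM cantharidin control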
Target sequence (P53041 whole entry, looked up): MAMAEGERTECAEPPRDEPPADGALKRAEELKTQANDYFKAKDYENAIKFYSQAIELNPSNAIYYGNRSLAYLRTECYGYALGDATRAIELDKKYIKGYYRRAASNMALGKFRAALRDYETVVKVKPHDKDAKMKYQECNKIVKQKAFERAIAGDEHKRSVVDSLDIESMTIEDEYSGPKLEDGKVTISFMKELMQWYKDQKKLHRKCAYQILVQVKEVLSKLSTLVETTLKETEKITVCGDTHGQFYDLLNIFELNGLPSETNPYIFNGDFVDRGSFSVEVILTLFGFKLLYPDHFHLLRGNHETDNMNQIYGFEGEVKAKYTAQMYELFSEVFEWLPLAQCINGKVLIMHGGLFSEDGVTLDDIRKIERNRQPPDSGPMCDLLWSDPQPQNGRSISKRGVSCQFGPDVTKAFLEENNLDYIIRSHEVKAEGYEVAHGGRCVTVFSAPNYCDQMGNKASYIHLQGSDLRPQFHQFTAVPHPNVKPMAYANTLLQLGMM
HCV core dimer = inhibitors of HCV core protein dimerization, primary screen, biochemical, TR-FRET, high-throughput; TR-FRET GST/Flag-core106 dimerization, 1536-well; inhibition, % at 5 µM; 300,000 tested, 0.33% active; AID 1899, 2009;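 active means inhibition above the mean of all tested compounds plus 3 SD, set per screening campaign, cut at about 45% in these data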
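Assay system: GST-tagged and Flag-tagged HCV core protein residues 1-106 / Times: compound-protein-antibody incubation 4 h at 22.5 °C / Signal: time-resolved FRET, ex 340 nm, em 617 and 671 nm / Evaluation: % inhibition based on acceptor/donor emission ratio / Benchmarks: wells lacking GST-core106 and wells with excess unlabelled core106 / Repeats: singlicate, one well per compound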
TPT1 inh = Candida albicans TPT1 enzyme inhibitors, primary screen, biochemical, fluorescence polarization; tRNA 2'-phosphotransferase TPT1 (Candida albicans SC5314); 300,000 tested, 0.81% active; recombinant caTPT1, FP RNA substrate dephosphorylation; inhibition, % at 5 µM;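 active means inhibition above the mean of all tested compounds plus 3 SD, set per screening campaign, cut at about 24% in these data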;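 further: plate controls were DMSO alone for no effect and ferristatin control at 100 nM for full effect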
PP1 inh = PP1-alpha phosphatase inhibitors, primary screen, counter-screen for PP5 inhibitor project, biochemical, fluorescence, OMFP substrate, single point | inhibition, % at 6.7 µM | 320,000 tested, 0.9% active | purified PP1alpha;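 active means inhibition above the mean inhibition of all tested compounds plus 3 SD, computed separately for each screening campaign, cut at about 15% in these data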
CTSL1 counter = Fasciola hepatica cathepsin L1 inhibitors, primary screen, counter-screen for PFM18AAP inhibitor project, biochemical, QFRET, fluorogenic peptide substrate | recombinant F. hepatica cathepsin L1, Z-Leu-Arg-MCA fluorescence | inhibition, % at 5.96 µM | 300,000 tested, 0.49% active | AID 1906, 2009;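 active means inhibition above the mean of all tested compounds plus 3 SD, set per screening campaign, cut at about 17% in these data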;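 further: 0% = plate median of test compound wells and 100% = 1 µM Z-Phe-Ala-diazomethylketone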
PAFAH2 inh = PAFAH2 enzyme inhibitors, primary screen, biochemical, fluorescence polarization, human | Platelet-activating factor acetylhydrolase 2, cytoplasmic (Homo sapiens), Q99487 | 340,000 tested, 0.99% active | inhibition, % at 3.39 µM | recombinant PAFAH2, FP-rhodamine activity probe;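 active means inhibition above the mean over all tested compounds plus 3 SD, cut at about 30% in these data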;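 further: inhibitors block probe labeling of enzyme so polarization drops; 0% = enzyme with DMSO and 100% = wells lacking PAFAH2 protein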
AHR activator = AHR activators, primary screen, cell-based, luminescence, luciferase reporter, human | Aryl hydrocarbon receptor (Homo sapiens), P35869 | AHR-responsive luciferase reporter cells | activation, % at 5 µM | 320,000 tested, 2.5% active | AID 2796, 2010; in the data active means activation above about 47%;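 further: 0% = vehicle wells and 100% = reference agonist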
* marks the source's active call; other numbers are inactive results; / = not tested or not shown.

Each structure is followed by: proCasp3 act, procasp7 counter, PP5 inh, HCV core dimer, TPT1 inh, PP1 inh, CTSL1 counter, PAFAH2 inh, AHR activator
Cc1c(NC(=O)CN2c3cccc4cccc(c34)S2(=O)=O)c(=O)n(-c2ccccc2)n1C
  3, -1, -0.7, 3, 0, -2, -1, -10, -3
Cn1c(=O)c2c(SCc3cccc(C(F)(F)F)c3)nc(-c3ccco3)nc2n(C)c1=O
  -2, -2, 2.4, 7, -1, -1, -2, -2, 0
CC1CCN(C(=O)c2nc[nH]c2C(=O)N2CCC(C)CC2)CC1
  2, 2, -0.6, /, /, -5, /, 4, -2
Cc1[nH]c2ccc(-c3n[nH]c(=S)n3Cc3ccccc3)cc2c1C
  -13, -21, 1.5, 11, -1, -2, 6, 8, 14
C[C@H](CO)N1C[C@H](C)[C@@H](CN(C)C(=O)Nc2ccc3c(c2)OCO3)Oc2c(NC(=O)Nc3ccc4c(c3)OCO4)cccc2C1=O
  -9, -9, /, /, /, /, /, -1, 3
Cc1ccc(C(=O)NC2CCN(C(=O)N3CCOCC3)CC2)cc1
  8, -8, 0.8, -8, -4, -1, 0, -2, -2
CC(OC(=O)c1ccc(Cl)c(S(=O)(=O)Nc2ccc(F)cc2)c1)C(=O)NC(N)=O (stereo not given)
  -8, 5, 0.5, 5, 2, -5, -3, -10, -3
CN1CCc2nc(NC(=O)COc3ccc(C#N)cc3)sc2C1
  0, 2, 0.1, 5, -1, -2, 2, 2, 11
Cc1ccc(NC(=O)COC(=O)c2ccc3c(c2)C(=O)N(CCc2ccccc2)C3=O)c(C)c1
  1, -1, 0.2, -2, -5, 1, -2, -9, 23
COc1ccc(COc2cccc(C=O)c2)cc1
  11, 4, 0.1, 11, 0, 6, -2, -4, -2
COc1ccc(/C=N\N=C2/SC(CC(=O)O)C(=O)N2c2ccc(O)cc2)cc1 (stereo not given)
  5, 3, 1.3, -4, -1, -2, 3, -7, -3
CCC(=O)NCCCc1nc2ccccc2n1Cc1ccccc1F
  4, 5, 1.0, -4, 0, -2, 0, -4, 6
COc1ccc(-c2n[nH]c(C)c2-c2cnn(-c3ccccc3)c2)c(O)c1C
  8, 9, 3.6, -1, -1, -1, 2, -6, 5
CC(C)(C)C(=O)Nc1ccc(NC(=O)c2ccco2)nc1
  -3, 5, 0.7, -4, 3, -3, -4, 1, -7
Cc1ccccc1NS(=O)(=O)c1c(C(=O)N2CCCCCC2)c(C)n(C)c1C
  5, 3, -0.2, 0, 1, -1, 0, 0, -1
O=C(CNc1cccc(F)c1)N1CCc2ccccc2C1
  7, -8, 1.6, -8, -4, 3, 1, 8, 9
COc1ccc(-c2csc(-c3ccc(C(=O)O)cc3)n2)cc1
  2, 0, 0.5, -8, 0, 2, 2, -10, 1
CCc1nnc(NC(=O)COc2ccc3ccccc3c2)s1
  -4, -3, 0.3, -6, -1, 5, -4, -1, 22
CCCOc1ccc(/C=C/C(=O)Nc2ccc([N+](=O)[O-])cc2C)cc1OC
  -3, 8, -0.1, -2, -1, -5, 1, -6, 1
COc1ccc(C/C(N)=N/OC(=O)C(c2ccccc2)c2ccccc2)cc1OC
  0, -1, 2.1, 0, 1, 0, -6, -6, 1

Among those listed so far, two contain a furan ring, fused or not:
Each structure is followed by: proCasp3 act, procasp7 counter, PP5 inh, HCV core dimer, TPT1 inh, PP1 inh, CTSL1 counter, PAFAH2 inh, AHR activator
Cn1c(=O)c2c(SCc3cccc(C(F)(F)F)c3)nc(-c3ccco3)nc2n(C)c1=O
  -2, -2, 2.4, 7, -1, -1, -2, -2, 0
CC(C)(C)C(=O)Nc1ccc(NC(=O)c2ccco2)nc1
  -3, 5, 0.7, -4, 3, -3, -4, 1, -7

The list goes on.
Each structure is followed by: proCasp3 act, procasp7 counter, PP5 inh, HCV core dimer, TPT1 inh, PP1 inh, CTSL1 counter, PAFAH2 inh, AHR activator
COc1ccc(-c2csc(N3CCN(S(=O)(=O)c4ccc5c(c4)NC(=O)CO5)CC3)n2)cc1
  -8, -4, 6.0, 15, 2, 5, 2, -2, -1
Cc1nn(Cc2ccc(F)cc2)c(C)c1NC(=O)c1cccnc1Cl
  -2, -3, -0.5, -16, 1, -7, 6, -1, 6
CC(C)(C)CC(C)(C)NC(=O)/C=C/C(=O)O
  2, 8, 0.7, 0, 0, -3, 3, 1, 2
COC(=O)c1ccccc1NC(=O)CN1CCC(C(=O)c2ccc3c(c2)OCCO3)CC1
  1, -3, 4.3, 7, 0, 1, -1, 1, 0
C/C(=C/C#N)Nc1ccc(C)cc1
  3, -1, -2.6, 0, 1, -2, -1, 4, -3
COc1ccc2c(c1)C1CC(C)(NC(=O)C1S(=O)(=O)c1ccc(F)cc1)O2 (stereo not given)
  9, 1, 2.6, 6, 0, -1, 4, -4, 3
Oc1ccc2ccccc2c1/C=N/Nc1ccccc1
  -2, -7, 2.0, -4, 3, -2, -1, 5, 54*
Cc1ccc(C(C)C)cc1OCCCCN1CCCC1
  -1, 7, -1.1, -9, -4, -1, 7, -3, 2
CCCC(=O)Nc1ccc(Cl)c(NC(=S)NC(=O)c2ccco2)c1
  -13, -9, 2.5, -2, 2, 0, 2, -2, 53*
CC(=O)N1CCN(CC(=O)Nc2ccccc2Sc2ccccc2)CC1
  1, -1, 0.6, -3, 2, -2, 4, 3, 0

Molecules listed so far containing an aryl thioether with sulfur outside any ring:
Each structure is followed by: proCasp3 act, procasp7 counter, PP5 inh, HCV core dimer, TPT1 inh, PP1 inh, CTSL1 counter, PAFAH2 inh, AHR activator
Cn1c(=O)c2c(SCc3cccc(C(F)(F)F)c3)nc(-c3ccco3)nc2n(C)c1=O
  -2, -2, 2.4, 7, -1, -1, -2, -2, 0
CC(=O)N1CCN(CC(=O)Nc2ccccc2Sc2ccccc2)CC1
  1, -1, 0.6, -3, 2, -2, 4, 3, 0

Carrying on.
Each structure is followed by: proCasp3 act, procasp7 counter, PP5 inh, HCV core dimer, TPT1 inh, PP1 inh, CTSL1 counter, PAFAH2 inh, AHR activator
CC(=O)Nc1ccc(C(=O)NCCc2ccccc2)cc1
  0, -8, 1.1, 3, 0, 0, 0, 6, 12
O=C(O/N=C(\c1ccccc1)c1ccccn1)c1cccc2ccccc12
  9, 1, 3.6, 1, -2, 1, -8, 4, 5
Cc1nn(-c2ccccc2)c2sc(-c3nnc(SCC(=O)O)o3)cc12
  5, -8, 3.1, 11, -2, -1, 3, 9, 7
CCOC(=O)/C(=N\Nc1ccccc1Cl)N(C)C1CCS(=O)(=O)C1 (stereo not given)
  5, 14, 0.0, 2, -2, 1, -2, 6, 18
C/C(=N\NC(=O)c1ccncc1)c1ccc(N2CCOCC2)cc1
  -2, 1, 2.5, /, /, -1, /, 0, 7
CCCN1CNC(=S)N(c2ccccc2OCC)C1
  -2, 4, 2.8, -6, 0, -1, -1, 2, 5
CCC1Sc2ccc(S(=O)(=O)CCC(=O)N3CCc4ccccc43)cc2NC1=O (stereo not given)
  3, 4, 0.4, -5, 4, 5, -5, 9, 9
COc1cc(/C=N/Nc2nc(C)cc(C)n2)ccc1OC(=O)c1ccco1
  9, 4, 4.0, -17, -1, 1, 1, -2, 5
COc1cc(NC(=O)CCCNC(=O)Cn2cnc3sc(C)c(C)c3c2=O)cc(OC)c1OC
  7, 1, 2.2, 2, 4, 1, -2, 7, -1
O=C(Nc1cccc(S(=O)(=O)N2CCCCC2)c1)C1CC1
  -5, -1, 0.8, /, /, -3, /, 4, -1

Next part:
SMILES,proCasp3 act,procasp7 counter,PP5 inh,HCV core dimer,TPT1 inh,PP1 inh,CTSL1 counter,PAFAH2 inh,AHR activator
COC(=O)Cc1[nH]nc2c1C1(C(=O)N(Cc3ccc(Cl)cc3)c3ccccc31)C(C#N)=C(N)O2 (stereo not given),3,-2,3.5,-1,-5,-3,1,3,2
COC(=O)c1cnc(Oc2ccc(NC(=O)NC(=O)c3c(F)cccc3F)cc2)cc1C(F)(F)F,6,-3,0.6,2,-1,-2,1,-7,-1
CCOC(=O)C1CCCN(C(=O)c2cc(-c3ccncc3)nc3ccccc23)C1 (stereo not given),4,5,0.8,-4,0,-3,5,2,6
CCC(CC)NC(=O)COC(=O)c1ccc2c(c1)C(=O)N(Cc1ccco1)C2=O,11,1,1.3,2,1,-3,1,2,-1
Cc1nn(-c2cc(N3CCCCC3)ccc2N)c(=O)c2ccccc12,8,-5,-0.4,-4,2,-1,1,0,3
CCc1c(C)nc2[nH]nc(-c3ccccc3)n2c1=O,-6,2,3.1,3,-4,0,-1,-6,34
CCCc1nnc2n1N=C(c1ccc(C)cc1)CS2,2,-3,1.7,-7,-6,-3,3,11,8
CCOc1ccccc1N(C(=O)c1ccco1)C(C(=O)NC1CCCC1)c1cccnc1 (stereo not given),-3,0,1.8,1,-1,-5,-3,-1,3
Cc1nc([N+](=O)[O-])cn1Cc1cccc([N+](=O)[O-])c1,-7,2,1.4,-3,1,-6,2,3,-2
COc1ccc(C(=O)NC(=S)Nc2ccc(N3CCOCC3)cc2)cc1Cl,-7,-20,3.0,6,-1,2,2,-3,6
CCC(C)(C)n1nnnc1C(c1ccc(Cl)cc1)N1CCN(C)CC1 (stereo not given),-12,2,0.0,1,4,-1,6,-2,1
COC(=O)c1c(C)noc1-c1snnc1C,-6,0,1.3,1,0,0,1,/,-2
CCN(CC)S(=O)(=O)c1ccc(NC(=S)Nc2ccccc2)cc1,-1,-7,1.0,-11,1,4,-1,-5,2
CC(C)(C)SCCNC(=O)CN1C(=O)c2ccccc2S1(=O)=O,7,3,2.1,1,-2,-3,-3,7,3
Cc1[nH]c(=O)[nH]c(=O)c1/C=N\NC(=O)CCc1ccc(OC(C)C)cc1,4,10,1.2,-1,1,0,6,/,0
C[C@@H](C(=O)Nc1ccc2ccccc2c1)[C@@H]1C[C@@]1(C)[C@@H](N)c1ccccc1,5,2,1.0,-24,-3,0,1,0,4
Cn1c2ccccc2n2c(=O)cc(-c3ccccc3)c(C#N)c12,8,10,-0.1,16,1,1,-1,4,-4
